Source: PubChem
HADH2 inhib – qHTS Assay for Inhibitors of HADH2 (Hydroxyacyl-Coenzyme A Dehydrogenase, Type II). 3-hydroxyacyl-CoA dehydrogenase type-2 (Homo sapiens), Q99714. recombinant HADH2, NADH fluorescence, beta-hydroxybutyryl-CoA. Potency, µM (titrated, usually from 57.1 µM), for the others: top-dose activity change, negative = inhibition, usual class: inhibitors. 73,000 tested, 3.4% active; note: potency is the fitted concentration of half-maximal effect; % is set by controls: 0 for no effect and ±100 for the full control effect; nearly all actives have a fitted effect of over 60% in size; many of its hits are not listed in these tables
Target sequence (Q99714 whole entry, looked up, one chain of several): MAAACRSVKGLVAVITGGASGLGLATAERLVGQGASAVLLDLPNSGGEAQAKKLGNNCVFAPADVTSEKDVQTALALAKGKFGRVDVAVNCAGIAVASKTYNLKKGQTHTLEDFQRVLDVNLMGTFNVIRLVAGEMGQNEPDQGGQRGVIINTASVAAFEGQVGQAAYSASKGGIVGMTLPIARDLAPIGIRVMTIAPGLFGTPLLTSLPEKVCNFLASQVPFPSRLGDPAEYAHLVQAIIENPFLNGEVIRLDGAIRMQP
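E. coli-expressed His-tagged HADH2 tested at 20 nM in alkaline Tris buffer (pH 9.0); oxidation of 90 uM beta-hydroxybutyryl-CoA with 1 mM NAD+ tracked fluorimetrically for 4 min.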
BRCT inh green – qHTS Assay for Inhibitors of BRCT-Phosphoprotein Interaction (Green Fluorophore); BRCA1 BRCT-phosphopeptide binding, green fluorescence polarization; Potency, µM (titrated, usually from 76.9 µM), without a hit: top-dose activity change, negative = inhibition, actives largely listed as inhibitors; 75,000 tested, 0.05% active; Breast cancer type 1 susceptibility protein (Homo sapiens), P38398;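 note: potency is the fitted concentration of half-maximal effect; plate controls were peptide without protein for full effect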
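Fluorescence polarization: His-tagged BRCT (~35 kDa BRCA1 C-terminus, 250 nM) bound to 100 nM fluorescein-labeled phosphorylated 10-aa BACH1 peptide, pH 7.3 phosphate buffer with DTT and Tween 20. Compounds incubated 12 min at room temperature; inhibition read as lowered polarization.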
HEK293 cAMP cs – qHTS Assay for Agonists of the Thyroid Stimulating Hormone Receptor: Activators of Intracellular cAMP Concentrations in Parental HEK 293; parental HEK293 CNG cAMP sensor, membrane potential fluorescence; Potency, µM (top dose mostly 57.1 µM), for the others: at the highest dose activation, actives largely listed as activators; 73,000 tested, 2.5% active; AID 938, 2007; note: potency is the fitted concentration of half-maximal effect; % of control where 0% means no effect; nearly all actives have a fitted effect of over 55% in size
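Parental HEK 293 cells stably expressing a cAMP-gated CNG channel were loaded with membrane potential dye containing 100 uM RO 20-1724 for 60 min. Compound added for 30 min; depolarization read as fluorescence intensity at 590 nm.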
Tau filament bind – qHTS Assay for Tau Filament Binding; Microtubule-associated protein tau (Homo sapiens), P10636; recombinant tau filaments, thioflavin S fluorescence, 15 h; filaments grown with octadecylsulfate alongside compound; Potency, µM (highest dose often 57.1 µM), for the others: at the highest dose activity change, negative = inhibition; 71,000 tested, 2% active; AID 596, 2007;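 note: potency is the fitted concentration of half-maximal effect; % is set by controls: 0 for no effect and ±100 for the full control effect; actives lower thioflavin S fluorescence by blocking filaments or displacing dye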
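Tau 2 uM in ThS buffer dispensed; compound added; 60 uM ODS added (finals 1 uM tau, 30 uM ODS); 15 h 37 C; fluor ex450/em510.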
Rhodamine fluor – qHTS Assay for Spectroscopic Profiling in Rhodamine Spectral Region; Rhodamine-region fluorescence, 547/598 nm, Tris buffer; active compounds read high; max dye-equivalent concentration, M; 59,000 tested, 0.05% active; AID 594, 2007; in the data active = max dye-equivalent concentration above about 11 nM; inconclusive = between about 1.1 nM and that limit
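Intrinsic compound fluorescence, ex 547 / em 598 nm, CCD imager. Tris 100 mM pH 8.0; 15 min RT. Output = rhodamine dye-equivalent concentration at each compound concentration.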
USP2a inh – qHTS Assay for Inhibitors of Ubiquitin-specific Protease USP2a; Ubiquitin carboxyl-terminal hydrolase 2 (Homo sapiens), O75604; USP2a enzymatic assay, qHTS inhibition; Potency, µM (highest dose often 38.3 µM), without a hit: at the highest dose activity change, negative = inhibition, most hits filed as inhibitors; 60,000 tested, 0.1% active; AID 927, 2007;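 note: potency is the fitted concentration of half-maximal effect; nearly all actives have a fitted effect of over 60% in size; plate controls were DMSO for no effect and NEM full inhibition control for full effect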
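Coupled readout: USP2-cleaved Ub-PLA2 (20nM final) turns over NBD C6-HPC (20uM final), Ex 460nm/Em 535nm after 2.5 h, time-zero read flagging artifacts. Enzyme (20nM final, pH 8.0 Tris) given 30 min RT with compound first; NEM defines full inhibition.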
Casp1 inh – qHTS Assay for Allosteric/Competitive Inhibitors of Caspase-1; P29466; Caspase-1 enzyme, Ac-WEHD-AFC fluorogenic rate; Potency, µM (doses to about 57.5 µM), without a hit: at the top dose activity change, negative = inhibition, actives largely listed as inhibitors; 75,000 tested, 0.03% active;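 note: potency is the fitted concentration of half-maximal effect; plate controls were vehicle for no effect and no substrate for full effect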
Target sequence (P29466 120-297 limits assumed): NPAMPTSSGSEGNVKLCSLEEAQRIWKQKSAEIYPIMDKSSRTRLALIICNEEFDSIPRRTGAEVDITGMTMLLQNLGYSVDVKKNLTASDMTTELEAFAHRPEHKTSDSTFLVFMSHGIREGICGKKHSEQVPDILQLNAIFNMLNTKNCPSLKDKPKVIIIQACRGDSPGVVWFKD
Target sequence (P29466 317-404 limits assumed): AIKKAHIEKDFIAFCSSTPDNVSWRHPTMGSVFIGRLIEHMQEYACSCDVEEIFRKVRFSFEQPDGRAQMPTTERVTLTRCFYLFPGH
ALOX15 inhib – qHTS Assay for Inhibitors of 15-hLO (15-human lipoxygenase); 74,000 tested, 1.4% active; Polyunsaturated fatty acid lipoxygenase ALOX15 (Homo sapiens), P16050; AID 887, 2007; Potency, µM (doses to about 57.1 µM), for the others: at the highest dose activity change, negative = inhibition, hits mostly inhibitors; purified 15hLO-1, xylenol orange hydroperoxide absorbance; note: potency is the fitted concentration of half-maximal effect; % is set by controls: 0 for no effect and ±100 for the full control effect; nearly all actives have a fitted effect of over 55% in size
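Quantitative HTS in 25 mM Hepes pH 7.5 containing 0.01% Triton X-100: human 15hLO-1 at 40 nM, arachidonic acid at 50 uM, 6 min turnover. Product quantified via ferrous oxidation/xylenol orange, 573:405 nm absorbance ratio.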
DNA Pol III inh – qHTS Assay for Inhibitors of DNA Polymerase III Holoenzyme System; 71,000 tested, 0.25% active; AID 603, 2007; Potency, µM (highest dose often 57.1 µM), inactives show at the top dose activity change, negative = inhibition; reconstituted DNA polymerase III holoenzyme replication, biochemical; note: potency is the fitted concentration of half-maximal effect; % is set by controls: 0 for no effect and ±100 for the full control effect
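Reconstituted *E. coli* holoenzyme (0.35 nM Pol III, 1 nM beta, 154 nM SSB, 2 nM primase) was preincubated with compound for 15 min at RT. Synthesis on 1.4 nM ssM13Gori ran 35 min, then was stopped with PicoGreen/EDTA and read as dsDNA fluorescence.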
BRCT PPI red – qHTS Assay for Inhibitors of BRCT-Phosphoprotein Interaction (Red Fluorophore). Breast cancer type 1 susceptibility protein (Homo sapiens), P38398. BRCT-phosphopeptide binding, red fluorescence polarization. Potency, µM (titrated, usually from 76.9 µM), for inactives: at the top dose activity change, negative = inhibition, most hits filed as inhibitors. 75,000 tested, 0.03% active; note: % is set by controls: 0 for no effect and ±100 for the full control effect
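Rhodamine-labelled pBACH1 10-mer (100 nM) bound to BRCT domain (100 nM) at pH 7.3; compounds incubated 12 min room temperature, polarization read. Free peptide defines full inhibition; unlabelled decapeptide titrated as control.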
Caspase-7 inhib – qHTS Assay for Allosteric/Competitive Inhibitors of Caspase-7. recombinant caspase-7, Ac-DEVD-AFC fluorescence rate. 75,000 tested, 0.02% active. P55210. AID 889, 2007. Potency, µM (titrated, usually from 57.5 µM), without a hit: at the highest dose activity change, negative = inhibition, hits mostly inhibitors; active = well fitted inhibition curve with a large enough effect in the main read-out, with a control signal flat, not every such curve was filed as active; inconclusive = small, poorly fitted or top-dose-only effect, or a change in a side signal; note: potency is the fitted concentration of half-maximal effect; % of control where 0% means no effect
Target sequence (P55210 24-198 limits assumed): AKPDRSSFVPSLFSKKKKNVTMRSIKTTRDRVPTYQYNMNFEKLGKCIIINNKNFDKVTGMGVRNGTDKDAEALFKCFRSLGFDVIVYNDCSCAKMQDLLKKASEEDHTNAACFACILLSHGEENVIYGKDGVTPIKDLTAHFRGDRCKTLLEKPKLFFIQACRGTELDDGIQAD
Target sequence (P55210 207-303 limits assumed): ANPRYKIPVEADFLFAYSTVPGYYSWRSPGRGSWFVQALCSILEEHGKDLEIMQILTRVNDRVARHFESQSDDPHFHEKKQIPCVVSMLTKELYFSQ
* marks the source's active call; other numbers are inactive results; i = inactive; ? = inconclusive; . = no result given; [ ] = remark or other dose. Unless noted, calls come from the whole dose curve; as a rule, active = well fitted curve in the direction sought with a large enough effect; inconclusive = small, poorly fitted or top-dose-only effect, or another doubt; inactive = no such curve, though single readings can be large; an effect the other way counts as inactive or inconclusive. Only part of the results is shown (hit frequency here may not be typical).

no.	mol	HADH2 inhib	BRCT inh green	HEK293 cAMP cs	Tau filament bind	Rhodamine fluor	USP2a inh	Casp1 inh	ALOX15 inhib	DNA Pol III inh	BRCT PPI red	Caspase-7 inhib
1	N[C@H](CCC(=O)NCS(=O)(=O)O)C(=O)O	?	-1.7%	-4.0%	10.3%	i	-4.3%	2.0%	11.7%	-0.9%	-2.6%	1.9%
2	NC(N)=NNC(=O)C(=O)O	2.0%[11.4 µM]	1.6%[15.4 µM]	8.0%[11.4 µM]	1.0%[11.4 µM]	i	.	4.0%[11.5 µM]	-0.5%[11.4 µM]	-13.1%[11.4 µM]	0.7%[15.4 µM]	1.4%[11.5 µM]
3	CCNC(=O)Cc1ccc(NS(=O)(=O)c2ccc(F)cc2)cc1	14.9%	-0.6%	18.0%	3.7%	i	16.1%	-10.2%	-9.1%	2.7%	0.2%	-2.1%
4	O=C(CN1CCOCC1)Nc1ccc(OCc2ccccc2)cc1	-2.5%	0.0%	8.4%	4.3%	i	-8.1%	-0.7%	1.3%	0.3%	-2.0%	0.6%
5	CC(C)(SCc1ccccc1)[C@H](N)C(=O)O	3.1%[11.4 µM]	2.2%[15.4 µM]	-1.3%[11.4 µM]	-1.3%[11.4 µM]	i	.	-1.3%[11.5 µM]	-3.0%[11.4 µM]	2.3%[11.4 µM]	-0.8%[15.4 µM]	1.9%[11.5 µM]
6	CNC(=O)NC(=O)CSc1cccc(C(F)(F)F)c1	22.1%	-6.0%	6.3%	5.1%	i	2.7%	0.4%	-2.8%	?	0.6%	-1.0%
7	CN(Cc1ccccc1)C(=O)CSc1nnc(-c2ccco2)n1-c1ccccc1	1.5%	1.7%	?	3.0%	i	12.6%	-2.2%	-4.1%	2.1%	0.8%	-1.7%
8	COCC(C)NS(=O)(=O)c1ccc(OC)cc1 (stereo not drawn)	11.4%[11.4 µM]	-0.5%	5.6%[11.4 µM]	0.9%[11.4 µM]	.	-1.1%[7.66 µM]	-1.3%	-6.2%[11.4 µM]	-0.7%[11.4 µM]	0.0%	0.6%
9	Cc1onc(-c2c(F)cccc2Cl)c1C(=O)NC1=NCCS1	14.9%	-0.4%	-12.3%	.	.	.	0.9%	-1.7%	.	0.4%	-1.6%
10	COc1ccc(C(=O)c2cn[nH]c2-c2cc(Cl)ccc2O)cc1	-16.4%	0.2%	-6.1%	-3.9%	.	24.5%	-2.9%	20µM*	-2.4%	0.1%	-2.1%
11	Cc1ccc(Nc2nc(N)nc(CN3CCN(Cc4ccc5c(c4)OCO5)CC3)n2)cc1Cl	-12.8%	-0.4%	0.2%	58.4%	i	49.7%[activator]	-3.3%	-12.3%	1.6%	0.3%	-3.4%
12	Cc1ccc(-c2nnc3n2N=C(c2ccccc2)CS3)cc1	2.7%	-2.1%	-3.7%	30.8%	.	.	-2.5%	3.0%	-4.4%	-1.7%	0.4%
13	CCCCNC(=O)CSc1nc2cc3c(cc2c(=O)n1CCCN(CC)CC)OCO3	-5.7%	-1.1%	?	5.0%	i	3.8%	-2.0%	0.2%	-0.3%	0.4%	-2.8%
14	O=C(c1ccc2c(c1)OCO2)N1CCNc2ccccc2C1	0.2%	-0.4%	9.7%	-10.0%	i	-3.2%	0.8%	-2.6%	2.7%	1.6%	0.5%
15	O=c1[nH]c2cc(Cl)ccc2c(O)c1-c1ccc(Oc2ccccc2)cc1	-27.0%	-1.4%	4.5%	-4.5%	i	-2.0%	-0.7%	-6.5%	-2.0%	0.4%	0.1%
16	CCCOc1ccc(N2C(=O)CC(N3CCN(C(=O)c4ccco4)CC3)C2=O)cc1 (stereo not drawn)	5.7%	-1.7%	-4.0%	.	.	.	-1.9%	4.3%	.	0.2%	0.4%
17	COC(=O)n1c(=O)oc2cc(S(=O)(=O)N3CCOCC3)ccc21	-16.7%	-0.9%	-1.2%	9.9%	i	-5.1%	-2.4%	3.7%	-5.0%	-2.2%	-0.3%
18	Fc1ccc(C(c2nnnn2Cc2ccccc2)N2CCSCC2)cc1 (stereo not drawn)	-13.0%	-1.1%	12.6µM*	-13.2%	i	-3.9%	0.9%	-8.7%	0.7%	-0.6%	-1.6%
19	Cc1ccc(-c2noc(CCC(=O)NCCN3CCc4ccccc4C3)n2)cc1	3.7%	0.7%	?	-14.2%	i	26.3%	1.4%	-8.2%	-5.2%	-0.7%	-1.7%
20	Cc1ccc(S(=O)(=O)N(CC(=O)O)c2ccc(Cl)cc2)cc1	-4.1%	0.3%	10.7%	.	.	.	-1.9%	-0.1%	.	-1.7%	-0.1%
21	CCCCN(C)CCNC(=O)c1ccc2c(c1)NC(=O)C(N1CCCCC1)S2 (stereo not drawn)	7.0%	1.6%	8.4%	-27.8%	i	6.8%	-0.3%	4.0%	5.1%	0.2%	1.8%
22	CC(C)Sc1nc2c(c(=O)n1-c1ccc(F)cc1)SCC2	1.6%	-0.6%	?	-6.1%	i	-5.6%	-0.7%	-9.2%	-1.2%	-3.4%	-1.0%
23	O=C(Nc1ccc2c(c1)OCO2)c1ccccc1SCC(=O)N1CCCC1	0.7%	0.1%	4.6%	12.8%	i	-3.2%	-3.9%	-5.4%	-7.9%	-2.9%	0.6%
24	COCCSc1nnc(NC(=O)Cc2cccs2)s1	0.3%	-0.2%	-4.9%	-12.5%	i	8.7%	-1.1%	1.8%	1.3%	-0.3%	-0.8%
25	O=C1c2oc3ccc(Cl)cc3c(=O)c2C(c2cccc(Br)c2)N1CCO (stereo not drawn)	-3.1%	1.3%	1.6%	9.1%	i	-3.4%	-1.1%	20.8%	-6.8%	-0.4%	0.7%
26	COc1cccc(CNC(=O)C2CCN(S(=O)(=O)c3cccc4cccnc34)CC2)c1	-8.3%	-0.1%	-3.2%	-12.3%	.	.	1.1%	2.8%	2.6%	0.9%	-1.7%
27	Cc1nc(NC2CCCCC2)c2nc(-c3ccccc3)n(CCCN3CCCCC3C)c2n1 (stereo not drawn)	-4.6%	-0.6%	?	61.9%	.	.	0.3%	7.3%	-4.4%	-0.4%	0.1%
28	COc1ccc(C(=O)Oc2ccc3c(c2)OCO3)cc1OC	2.6%	0.6%	15.4%	19.0%	.	2.9%	0.9%	-9.7%	1.3%	0.2%	0.1%
29	COc1ccc(N(C(=O)c2cccc(OC)c2OC)C2C=CS(=O)(=O)C2)cc1 (stereo not drawn)	19.3%	-0.7%	2.4%	3.8%	i	7.1%	1.0%	-3.6%	-1.5%	0.2%	0.8%
30	O=C(N1CCOCC1)C(F)(F)C(F)(F)C(F)(F)C(F)(F)C(=O)N1CCOCC1	9.1%	-0.8%	11.2%	-6.6%	.	0.5%	0.3%	3.0%	-1.4%	0.4%	-2.8%
31	CCOC(=O)c1ccc2[nH]c(C)c(CN3CCN(C)CC3)c(=O)c2c1	5.3%	-1.0%	2.3%	6.9%	i	-1.1%	0.4%	2.6%	3.3%	0.9%	-0.7%
32	CCCCc1ccc(-c2nc(N)n[nH]2)cc1	-4.2%	0.1%	?	7.8%	.	0.5%	0.2%	10.9%	-7.3%	-0.6%	0.8%
33	CCOc1ccccc1-n1cnc2cc(C(=O)NCc3ccco3)ccc21	-12.9%	3.0%	2.6%	-1.4%	i	18.1%	0.5%	-1.0%	-2.7%	-1.4%	-1.7%
34	C=CCNC(=O)c1ccc2c(c1)nnn2C	7.7%	-0.9%	-1.6%	4.6%	i	1.0%	-0.7%	8.9%	-0.1%	-0.7%	1.5%
35	Nc1ncn(C(=O)c2ccco2)n1	?	-1.4%	5.0%	-1.2%	i	-6.0%	2.2%	2.3%	-7.0%	0.5%	0.1%
36	COc1ccc(OC)c(C(C(=O)NCc2ccco2)N(C(=O)Cn2nnc3ccccc32)C(C)C)c1 (stereo not drawn)	6.9%	1.8%	15.8µM*	4.3%	i	7.1%	2.6%	-7.5%	2.9%	1.0%	-2.4%
